tim10-1 inh: growth inhibitors of tim10-1 mutant yeast. S. cerevisiae tim10-1 ts strain growth, BacTiter-Glo, 24 h. inhibition, % at 20 µM. 330,000 tested, 2.2% active. AID 463190;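 active means inhibition of at least 40%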;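 further: mutant grown at 25 °C; 0% = DMSO wells with yeast and 100% = wells holding no yeast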
Mdm2 MdmX PPI: human Mdm2/MdmX binding inhibition. SaOS-2 split-luciferase Mdm2/MdmX complementation, luminescence. O15151+Q00987. inhibition, % at 8 µM. 330,000 tested, 3% active;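 active means inhibition of at least 50% at 8 µM in the primary screen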
Target sequence (O15151 whole entry, looked up): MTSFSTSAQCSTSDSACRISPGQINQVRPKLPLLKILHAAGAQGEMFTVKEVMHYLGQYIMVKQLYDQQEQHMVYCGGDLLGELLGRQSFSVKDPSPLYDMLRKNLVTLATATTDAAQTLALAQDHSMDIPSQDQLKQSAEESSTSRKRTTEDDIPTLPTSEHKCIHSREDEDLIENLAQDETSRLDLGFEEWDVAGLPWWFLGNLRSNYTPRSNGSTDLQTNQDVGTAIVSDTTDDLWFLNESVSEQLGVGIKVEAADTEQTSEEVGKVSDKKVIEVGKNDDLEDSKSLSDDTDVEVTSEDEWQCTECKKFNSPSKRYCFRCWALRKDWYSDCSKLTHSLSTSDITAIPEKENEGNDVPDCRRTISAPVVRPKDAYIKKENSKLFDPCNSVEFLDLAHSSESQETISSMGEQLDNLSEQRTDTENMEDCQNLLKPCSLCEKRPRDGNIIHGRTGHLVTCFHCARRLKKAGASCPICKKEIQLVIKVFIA
Target sequence (Q00987 whole entry, looked up): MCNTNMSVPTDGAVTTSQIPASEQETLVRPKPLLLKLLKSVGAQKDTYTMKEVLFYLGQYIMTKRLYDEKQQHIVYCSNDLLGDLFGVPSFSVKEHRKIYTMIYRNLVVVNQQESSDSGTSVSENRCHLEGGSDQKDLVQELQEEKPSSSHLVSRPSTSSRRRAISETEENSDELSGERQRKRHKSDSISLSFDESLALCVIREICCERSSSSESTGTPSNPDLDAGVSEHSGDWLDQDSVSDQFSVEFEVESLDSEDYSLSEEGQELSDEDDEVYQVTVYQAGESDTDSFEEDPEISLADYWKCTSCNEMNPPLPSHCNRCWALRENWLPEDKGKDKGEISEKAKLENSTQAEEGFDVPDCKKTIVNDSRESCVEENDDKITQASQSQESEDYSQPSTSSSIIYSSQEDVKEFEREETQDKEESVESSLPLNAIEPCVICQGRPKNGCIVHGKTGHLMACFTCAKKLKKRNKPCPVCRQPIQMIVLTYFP
NLRP3 yeast inh: NALP3 inhibition in yeast | 330,000 tested, 0.39% active | Yeast reconstituted NLRP3/ASC/caspase-1, beta-gal luminescence, 24 h | inhibition, % at 10 µM;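 active means inhibition of 50% or more; inactive means inhibition below 50%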;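 further: plate controls were induced DMSO wells for no effect and uninduced yeast grown without galactose for full effect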
TIM10 inh: inhibits growth of TIM10 yeast strain; 330,000 tested, 1.4% active; inhibition, % at 10 µM; S. cerevisiae TIM10 strain growth, BacTiter-Glo luminescence, 24 h;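 active means inhibition of 40% or more at the single tested concentration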;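 further: wild-type TIM10 isogenic control strain grown at permissive 25 °C; 0% = DMSO yeast wells and 100% = minimal medium wells without yeast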
UPR XBP1 act: adaptive UPR (XBP1) activation; CHO-XBP1 luciferase reporter, IRE1-XBP1 UPR activation, luminescence; percent of tunicamycin response, DMSO as zero; activation, % at 20 µM; 330,000 tested, 0.33% active;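 active means versus positive control, 20 µM dose yields 30% or more activation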;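 further: 100% = tunicamycin at 10 µg/mL and 0% = DMSO only wells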
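Assay system: IRE1-XBP1 luciferase reporter CHO line. Input: 1000 cells/well. Buffer or medium: F12 with 10% serum. Doses: 20 µM, 1% DMSO. Times: overnight seeding at 37 °C, 6 h compound treatment at 37 °C. Technique: Steady-Glo luciferase glow luminescence, 10 min after reagent addition.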
UPR CHOP act: apoptotic UPR (CHOP) activation. 330,000 tested, 0.34% active. CHO-CHOP luciferase reporter, luminescence; percent of tunicamycin response over DMSO baseline. AID 449763. activation, % at 10 µM;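 active means at 10 µM dose, activation of 40% or more, normalized to positive control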;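 further: 100% = tunicamycin at 10 µg/mL and 0% = DMSO alone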
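Test system: CHO-CHOP cells, stable luciferase reporter of PERK-eIF2a-CHOP signalling | Quantity: 500 CHO-CHOP cells per well | Buffer or medium: F12 plus 10% serum | Compound dosing: 10 µM single point, 0.5% DMSO | Schedule: 6 h compound treatment, 37 °C | Signal: Luciferase luminescence | Control set: Tunicamycin high control, DMSO low control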
tim23-1 inh: growth inhibitors of tim23-1 mutant yeast; inhibition, % at 20 µM; S. cerevisiae tim23-1 growth, BacTiter-Glo luminescence, 24 h; 330,000 tested, 1.3% active;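 active means growth inhibition of the mutant yeast at or above 50%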;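 further: temperature-sensitive mutant grown at 25 °C; plate controls were DMSO-treated mutant yeast for no effect and medium wells lacking yeast for full effect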
APJ ag: APJ receptor agonism; CHO-K1 APJ PathHunter beta-arrestin, luminescence; 0% DMSO wells, 100% apelin; activation, % at 20 µM; 330,000 tested, 0.11% active; AID 2520;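 active means activation more than six SD over the plate average, tested at 20 µM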;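 further: 0% = DMSO alone and 100% = apelin-13 at 10 nM; some results filed as inactive read as strong as hits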
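system = engineered CHO-K1 APJ arrestin reporter cells | input = 1000 cells per well | timing = overnight seeding, 90 min compound at 25 °C, 1 h detection | measured by = enzyme-fragment complementation luminescence | read-out = beta-arrestin recruitment to APJ as agonist activity, luminescent signal | control set = negative DMSO alone, positive Apelin-13 at 10 nM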
GRIN3A LBD mod: modulators (binders) of human NR3A ligand-binding domain; NR3A LBD differential scanning fluorimetry, Tm shift; 0% = protein alone, 100% = glycine-bound protein; Tm shift relative to glycine control, % at 25 µM; 340,000 tested, 2.5% active;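 active means melting temperature shift of at least 10% of the positive control shift, at one fixed dose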
Active calls of the source: *. Hits appear at their usual frequency. About 8.2% of those tested had a hit in this group.

SMILES	tim10-1 inh	Mdm2 MdmX PPI	NLRP3 yeast inh	TIM10 inh	UPR XBP1 act	UPR CHOP act	tim23-1 inh	APJ ag	GRIN3A LBD mod
CC(c1ccccc1)C1CC(=O)N(Cc2ccco2)C1=O (stereo unspecified)	30	25	14	23	5	0.8	20	-2	1
O=C(c1ccccc1)N1CCN(Cc2ccccc2)CC1	-4	21	-1	2	0	-0.5	-1	-3	0
COC(=O)c1cccnc1NC(=S)NNC(=O)c1ccncc1	9	2	0	-2	1	2.1	1	-3	1
Clc1ccc(Cl)c(OCCCCN2CCNCC2)c1	-89	-21	9	-34	-1	-1.5	1	3	0
COc1ccc(NC(=O)CSc2nc3c(c(=O)n2-c2ccc(F)cc2)SCC3)cc1	1	26	6	16	-2	1.1	14	-3	0
CC[n+]1ccccc1/C=C1\Sc2ccc(C)cc2N1C	41*	66*	13	6	4	-1.1	24	-2	1
NS(=O)(=O)c1ccc2nc(NC(=O)c3ccncc3)sc2c1	18	7	6	-9	0	1.6	15	2	-1
O=C(CN1C(=O)/C(=C/c2ccccc2)SC1=S)Nc1cccnc1	10	27	0	14	-1	-2.1	-9	-1	-3
Cc1n[nH]c(=O)c2c(NC(=O)CSc3nc4ccccc4c(=O)n3-c3ccc(OC(F)F)cc3)oc(C)c12	-1	14	22	6	-1	6.4	13	-8	-8
CCCCn1c(N)c(N(CCC(C)C)C(=O)CCN2C(=O)C3CC=CCC3C2=O)c(=O)[nH]c1=O (stereo unspecified)	10	7	1	2	1	3.5	16	4	0

Reprinted from the part before: seven compounds, followed by the next part.
SMILES	tim10-1 inh	Mdm2 MdmX PPI	NLRP3 yeast inh	TIM10 inh	UPR XBP1 act	UPR CHOP act	tim23-1 inh	APJ ag	GRIN3A LBD mod
Clc1ccc(Cl)c(OCCCCN2CCNCC2)c1	-89	-21	9	-34	-1	-1.5	1	3	0
COc1ccc(NC(=O)CSc2nc3c(c(=O)n2-c2ccc(F)cc2)SCC3)cc1	1	26	6	16	-2	1.1	14	-3	0
CC[n+]1ccccc1/C=C1\Sc2ccc(C)cc2N1C	41*	66*	13	6	4	-1.1	24	-2	1
NS(=O)(=O)c1ccc2nc(NC(=O)c3ccncc3)sc2c1	18	7	6	-9	0	1.6	15	2	-1
O=C(CN1C(=O)/C(=C/c2ccccc2)SC1=S)Nc1cccnc1	10	27	0	14	-1	-2.1	-9	-1	-3
Cc1n[nH]c(=O)c2c(NC(=O)CSc3nc4ccccc4c(=O)n3-c3ccc(OC(F)F)cc3)oc(C)c12	-1	14	22	6	-1	6.4	13	-8	-8
CCCCn1c(N)c(N(CCC(C)C)C(=O)CCN2C(=O)C3CC=CCC3C2=O)c(=O)[nH]c1=O (stereo unspecified)	10	7	1	2	1	3.5	16	4	0
COc1ccc(-n2c(=O)c(CCC(=O)N(C)Cc3cccs3)nc3ccccc32)cc1	8	15	13	7	-2	-1.1	21	1	-1
COCCn1c(SCC(=O)N2CCCCC2)nc2ccccc2c1=O	14	-1	-5	-22	-1	-2.0	7	-2	-1
Cc1cccc(NC(=O)CSc2cccc3cccnc23)c1	16	6	22	5	3	2.4	33	-2	-1
CCN(CC)C(=O)[C@H]1CC(CC(=O)NCCc2ccccn2)C(=O)N2CCc3c([nH]c4ccccc34)[C@]12C (stereo partly specified)	5	30	2	8	-1	0.6	9	-5	-3
O=C(CNS(=O)(=O)c1c(Cl)cccc1Cl)OCc1csc(-c2ccccc2)n1	47*	1	-2	14	1	1.6	47	-4	-5
O=[N+]([O-])c1ccc(CN2CCN(c3ccc(F)cc3)CC2)o1	9	-10	14	26	-6	-1.0	16	-1	3
COc1cc(OC)c2c(-c3ccccc3)cc(=O)oc2c1C(CC(=O)N1CCN(c2ccccc2)CC1)c1ccc(N(C)C)cc1 (stereo unspecified)	17	25	17	-4	1	-0.1	5	1	0
Cn1cc(C(=O)c2ccc(Cl)cc2Cl)cc1C(=O)N/N=C(\N)COc1ccc(Cl)cc1Cl	34	67*	-5	15	-1	1.3	1	0	-1
O=C(c1ccc(NS(=O)(=O)c2ccccc2)cc1)N1CCN(Cc2ccc3c(c2)OCO3)CC1	-5	2	20	-7	-4	-4.2	16	2	0
CC(C)c1nnc(NC(=O)c2cccs2)s1	21	-36	19	8	-3	4.4	21	3	-3
Cc1noc(C)c1S(=O)(=O)N1CCC(C(=O)NC2CCN(Cc3ccccc3)CC2)CC1	-2	10	3	-8	-3	-0.3	-7	-2	-2
Cc1nnc(-c2ccc(Oc3ccc(Cl)cc3)c([N+](=O)[O-])c2)o1	1	31	20	-7	-2	-1.7	7	7	-6
O=C(Nc1nnc(-c2ccc(F)cc2)s1)Nc1ccccc1F	6	2	9	14	3	1.0	4	-2	1
N#Cc1cccc(NC(=O)CCNC(=O)c2ccccc2Cl)c1	-8	1	13	11	2	0.2	1	-2	-1
O=C(CN1C(=O)NC2(CCCCC2)C1=O)Nc1ccc2[nH]c(=O)[nH]c2c1	-9	12	4	2	1	0.3	-3	-1	0
CCS(=O)c1ccccc1C(=O)OC(C)C(=O)Nc1ccc(S(=O)(=O)N2CCCC2)cc1 (stereo unspecified)	9	10	11	2	-2	-2.5	0	-2	0
CCOc1ccc(N(C)C(=O)CCc2nnc3ccc(N4CCCC4)nn23)cc1	0	23	-6	4	-2	1.7	-3	4	-2
Cc1nn(-c2ccccc2)c2[nH]c(C(F)(F)F)cc(=O)c12	11	10	22	25	0	1.6	9	-1	-11
Cc1cc(=O)n(-c2ccccc2Cl)[nH]1	18	15	5	-3	4	-1.5	7	-3	-1
CS(=O)(=O)N1N=C(c2ccc(Br)cc2)CC1c1cccs1 (stereo unspecified)	8	-19	3	27	-4	2.3	3	-3	-1
COc1ccc(C(C)NC(=O)C2C(=O)NC3(C)CC2c2ccccc2O3)cc1 (stereo unspecified)	8	24	7	2	1	-0.9	13	-5	1
Fc1cccc(Cl)c1-c1nnc2ccc3ccccc3n12	21	23	9	-4	4	2.2	-6	-3	1
c1ccc(SCc2nc(-c3ccncc3)no2)cc1	0	-13	27	-5	6	0.3	-3	-1	-1
O=C(c1cnn2c(C(F)(F)F)cc(-c3ccc(F)cc3)nc12)N1CCc2ccccc2C1	18	35	9	13	-5	1.1	33	-11	1
Cc1ccc(CSCCNC(=O)CN(c2ccccc2)S(C)(=O)=O)cc1	34	-17	13	-2	-1	-0.2	13	-3	2
CN1CCN(C(=O)c2cc([N+](=O)[O-])cc([N+](=O)[O-])c2)CC1	-5	17	4	8	-3	-0.2	10	5	2
CN1CCN(c2nc3c(c(=O)[nH]c(=O)n3C)n2Cc2ccc(Cl)cc2)CC1	-7	2	14	3	-4	-0.1	6	-6	1
CCN(C(=O)CN1CCN(Cc2ccccc2)CC1)c1c(N)n(Cc2ccccc2)c(=O)[nH]c1=O	-5	22	16	-19	-4	-1.4	11	-3	-2
O=C(COc1ccccc1)Nc1ccc2[nH]c(=O)[nH]c2c1	12	-12	6	-15	0	1.5	-3	-3	0
CC(=O)N1CCN(c2ccccc2NC(=O)COc2ccccc2C)CC1	3	-3	25	12	0	1.9	25	-5	4
COC(=O)c1cc2ccccc2n1S(=O)(=O)c1ccccc1	9	-11	-20	17	0	-0.6	36	-4	0
CC1(C)C(=O)C2(CCCCC2)C(=O)OC1c1cccs1 (stereo unspecified)	2	-5	7	7	-1	-3.7	19	3	-3
OC(c1ccccc1)(c1ccccc1)C1CCN(C(=S)Nc2ccc(F)cc2)CC1	-3	13	16	3	-3	1.3	20	-3	-5
CC(=O)N/C(=N\c1nc(C)cc(C)n1)Nc1ccc(Cl)cc1Cl	8	9	12	3	-3	49*	3	-2	-5
Cc1ccc2c(c1)c1cccc3c1n2CCN3CCC(N)=O	20	-70	34	14	4	5.1	22	-1	-7
Cc1cc(C(=O)NNC(=S)NCC(C)C)cs1	6	3	3	6	0	-1.3	13	-3	0
Cc1ccc(S(=O)(=O)N2CCCCC2)cc1NC(=O)C1CCCO1 (stereo unspecified)	7	1	13	8	0	-1.5	0	2	3
O=C(Cn1cc([N+](=O)[O-])cn1)N1CCc2ccccc2C1	-1	17	5	-7	1	2.5	-2	-4	-1
COc1ccccc1NC(=O)/C(C#N)=C/c1cccnc1	24	23	20	20	-4	0.2	45	5	-1
O=C(NNc1ccccc1[N+](=O)[O-])NC1CCCCC1	19	-8	17	5	1	0.7	5	0	3

Next section; it opens with the 5 that closed the last part.
SMILES	tim10-1 inh	Mdm2 MdmX PPI	NLRP3 yeast inh	TIM10 inh	UPR XBP1 act	UPR CHOP act	tim23-1 inh	APJ ag	GRIN3A LBD mod
Cc1cc(C(=O)NNC(=S)NCC(C)C)cs1	6	3	3	6	0	-1.3	13	-3	0
Cc1ccc(S(=O)(=O)N2CCCCC2)cc1NC(=O)C1CCCO1 (stereo unspecified)	7	1	13	8	0	-1.5	0	2	3
O=C(Cn1cc([N+](=O)[O-])cn1)N1CCc2ccccc2C1	-1	17	5	-7	1	2.5	-2	-4	-1
COc1ccccc1NC(=O)/C(C#N)=C/c1cccnc1	24	23	20	20	-4	0.2	45	5	-1
O=C(NNc1ccccc1[N+](=O)[O-])NC1CCCCC1	19	-8	17	5	1	0.7	5	0	3
CN(C)c1ccc(C(=O)N2CCCC(CCC(=O)N3CCN(c4ccccn4)CC3)C2)cc1 (stereo unspecified)	-5	0	12	1	-2	1.4	11	-1	1
COc1ccc(C2C(C(=O)O)c3ccccc3C(=O)N2C)cc1Br (stereo unspecified)	14	12	7	-17	-1	-0.1	-2	-1	-4
CC(C)(C)C(=O)Nc1ccccc1-c1nc2ccccc2[nH]c1=O	10	3	15	8	-2	-0.9	19	-3	0
O=C(Nc1cccc([N+](=O)[O-])c1)Nc1cnccn1	3	0	4	-1	-1	2.3	12	-7	-3
CN(C)C(=O)CCC(=O)N1CCCC(C(=O)c2ccc(C(F)(F)F)cc2)C1 (stereo unspecified)	4	9	2	-4	-1	0.6	15	-1	-6
C#Cc1ccc2c(c1)COc1c3ccccc3nn1-2	3	-221	40	-19	6	1.5	45	-4	2
CCC(=O)Nc1ccc(-c2nn3c(C)nnc3s2)cc1C	2	3	0	5	0	2.8	-5	-3	0
COc1ccc(S(=O)(=O)NCC2CCCN(Cc3ccc(C)o3)C2)cc1 (stereo unspecified)	-7	37	-9	-14	-2	-2.7	3	-2	1

Screening data from PubChem BioAssay.
